Screening results deposited in PubChem BioAssay by National Center for Advancing Translational Sciences (NCATS).
Tb PYK inh: T. brucei pyruvate kinase inhibition. Q57TT1. TbPYK enzyme, Kinase-Glo Plus ATP luminescence, 45 min. Potency, µM (top dose mostly 76.8 µM), without a hit: at the top dose activity, negative = inhibition, most hits filed as inhibitors. 410,000 compounds, 0.12% hits. AID 624173; also: potency is read from the fitted curve at half-maximal effect; nearly all actives have a fitted effect of over 50% in size
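Enzyme and substrate buffer are dispensed first and compound is pin-transferred. ADP at 130 uM final then starts the reaction, which runs 45 min at room temperature. Detection reagent is added for 10 min before luminescence is imaged.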
AmpC detergent: AmpC beta-lactamase inhibition with detergent present | P00811 | AmpC hydrolysis of nitrocefin, absorbance 480 nm, 0.01% Triton | Potency, µM (titrated, usually from 114 µM), for the others: at the top dose activity change, negative = inhibition, usual class: inhibitors | 370,000 compounds, 0.041% hits;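 also: potency is read from the fitted curve at half-maximal effect; 0% = no-compound wells and -100% = no-enzyme wells; nearly all actives have a fitted effect of over 25% in size; some results filed as inactive show a strong effect at the top dose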
Target sequence (P00811 whole entry, looked up): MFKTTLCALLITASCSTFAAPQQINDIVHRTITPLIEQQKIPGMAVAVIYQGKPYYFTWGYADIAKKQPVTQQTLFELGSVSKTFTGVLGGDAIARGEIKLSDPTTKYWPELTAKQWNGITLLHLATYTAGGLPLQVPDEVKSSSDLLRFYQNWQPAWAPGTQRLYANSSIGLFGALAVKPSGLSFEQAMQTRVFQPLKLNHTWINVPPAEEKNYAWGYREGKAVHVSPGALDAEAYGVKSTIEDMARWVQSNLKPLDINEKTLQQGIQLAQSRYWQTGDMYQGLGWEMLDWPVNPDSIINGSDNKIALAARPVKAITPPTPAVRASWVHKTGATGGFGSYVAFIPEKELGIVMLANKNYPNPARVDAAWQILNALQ
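20 mM phosphate pH 7.0 + 0.01% (detergent screen) or 0.0001% Triton X-100; 5.3 nM AmpC reagent; cpd preinc 15 min RT; nitrocefin (800 uM stock) to start; A480 q20 s × 4 min; Activity was normalised to no-enzyme and no-compound control wells.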
LmPK inhibitor: LmPK (Leishmania mexicana) enzyme inhibition; Q27686; purified LmPK, Kinase-Glo ATP luminescence, 1 h; Potency, µM (highest dose often 57.5 µM), without a hit: at the highest dose activity change, negative = inhibition, hits mostly inhibitors; 290,000 compounds, 0.37% hits; also: potency is read from the fitted curve at half-maximal effect
Target sequence (Q27686 whole entry, looked up): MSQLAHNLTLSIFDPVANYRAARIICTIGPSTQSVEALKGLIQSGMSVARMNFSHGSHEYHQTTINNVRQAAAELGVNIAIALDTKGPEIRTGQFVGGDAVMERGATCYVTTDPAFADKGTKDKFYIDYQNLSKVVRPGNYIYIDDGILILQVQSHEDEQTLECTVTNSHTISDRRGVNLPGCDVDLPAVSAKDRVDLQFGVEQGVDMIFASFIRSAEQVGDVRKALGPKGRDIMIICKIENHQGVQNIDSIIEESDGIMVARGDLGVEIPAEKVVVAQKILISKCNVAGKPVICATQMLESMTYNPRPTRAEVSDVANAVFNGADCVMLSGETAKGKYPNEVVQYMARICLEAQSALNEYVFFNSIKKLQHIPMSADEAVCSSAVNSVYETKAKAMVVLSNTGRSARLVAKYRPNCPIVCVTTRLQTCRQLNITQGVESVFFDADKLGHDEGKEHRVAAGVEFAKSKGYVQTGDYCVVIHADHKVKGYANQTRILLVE
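Kinase-Glo luminescence read after 1 h RT reaction of 0.1 nM LmPK with 0.5 mM PEP and 0.1 mM ADP. Activity scaled between uninhibited and enzyme-free controls.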
AMA1 RON2 block: AMA1-RON2 (P. falciparum) interaction inhibition; 360,000 compounds, 0.2% hits; Potency, µM (doses to about 58.2 µM), inactives show top-dose activity change, negative = inhibition, most hits filed as inhibitors; AID 720542; AlphaScreen AMA1-biotinylated RON2 peptide binding;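 also: potency is read from the fitted curve at half-maximal effect; 0% = vehicle wells and -100% = peptide control; nearly all actives have a fitted effect of over 45% in size; some results filed as inactive show a strong effect at the top dose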
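AMA1 (3D7) with his tag at 25 nM final met compounds first, then biotinylated RON2 peptide at 25 nM; detection used donor plus acceptor beads, 10 µg/mL apiece, read by AlphaScreen after 30 min at room temperature.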
HCV inh: inhibitors of hepatitis C virus infection; Potency, µM (titrated, usually from 41.8 µM), without a hit: at the top dose activity change, negative = inhibition, hits mostly inhibitors; Huh7.5.1 HCVcc-Cre infection, luciferase reporter, 44 h; 340,000 compounds, 3.4% hits; AID 651820; also: potency is read from the fitted curve at half-maximal effect
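Cells seeded at 1,000/well and cultured 4 h, then compounds added followed by HCVcc-Cre virus (~0.5 moi). After 44 h further culture, luciferase substrate was added, plates held 15 min at room temperature, and luminescence read for 15 sec.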
AmpC inh no detg: inhibitors of E. coli AmpC beta-lactamase without detergent. P00811. AmpC nitrocefin hydrolysis, absorbance 480 nm, 0.0001% Triton. Potency, µM (series often up to 57.1 µM), without a hit: at the top dose activity change, negative = inhibition, hits mostly inhibitors. 330,000 compounds, 0.52% hits;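 also: potency is read from the fitted curve at half-maximal effect; plate controls were no compound for no effect and no enzyme for full effect; nearly all actives have a fitted effect of over 20% in size; some results filed as inactive show a strong effect at the top dose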
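20 mM phosphate pH 7.0 + 0.01% (detergent screen) or 0.0001% Triton X-100; 5.3 nM AmpC reagent; cpd preinc 15 min RT; nitrocefin (800 uM stock) to start; A480 q20 s × 4 min; Activity was normalised to no-enzyme and no-compound control wells.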
HCMV inh: human cytomegalovirus inhibition; activity change, negative = inhibition, % at 57.5 µM; 410,000 compounds, 4.5% hits; HFF cells, HCMV-luciferase reporter, 72 h; hits give low values; in the data active = activity change below about -60%; inconclusive = no clear call, values can overlap the other calls; inactive = above about -39%
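HFF cells seeded 16 h at 37C, treated with compounds, infected with luciferase-reporter HCMV at MOI 1 PFU/cell; luciferase read at 72 h post infection, normalized to buffer-only and Salinomycin controls.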
* marks the source's active call; other numbers are inactive results; u = inconclusive; x = not tested or not shown; & = joins results of further samples; [ ] = another dose, or the depositor's remark. Unless noted, calls follow the shape of the dose curve; as a rule, active = well fitted curve in the direction sought with a large enough effect; inconclusive = small, poorly fitted or top-dose-only effect, or another doubt; inactive = no such curve, though single readings can be large; an effect the other way counts as inactive or inconclusive. Unless noted, % is scaled to controls: 0 for no effect and ±100 for the full control effect.

SMILES	Tb PYK inh	AmpC detergent	LmPK inhibitor	AMA1 RON2 block	HCV inh	AmpC inh no detg	HCMV inh
Cc1cc(F)ccc1S(=O)(=O)Nc1ncnc2scc(-c3ccc(F)cc3)c12	2.2%	u	0.6%	20.4%	12.2%	-46.4%	-36.1
COc1ccc(COC(=O)Nc2cc3c(C(F)(F)F)nn(C)c3s2)cc1	-12.9%	-4.0%	-2.2%	-13.1%	u	-48.5%	-21.9
O=C(CN1C(=O)NC(c2ccccc2)(c2ccccc2)C1=O)NCc1cccs1	-6.5%	-6.4%	x	-3.2%	-16.4%	-31.1%	-0.5
COc1ccccc1[C@@H]1C(c2cccc(Cl)c2)=NN(c2ccc(Br)cc2)[C@H]1C(=O)N1CCOC1=O	-0.3%	-12.2%	-0.3%	25.2%	-0.1%[8.37 µM]	-33.7%	31.0
Cc1cc(/C=N/N2CCN(C)CC2)c(C)n1-c1ccc(Cl)cc1	-2.5%	5.2%	4.5%	-20.8%	u	84.1%[activator]	0.0
CCCCSc1nc2c(c(=O)n1CC)SC(C)C2 (configuration not stated)	0.9%	u	-1.4%	-3.3%	u	-7.4%	-5.0
Clc1ccc2c(c1)C(C1=NCCN1)c1ccccc1CS2 (configuration not stated)	-4.6%	5.8%	1.5%	10.0%	u	-26.6%	-15.7
O=[N+]([O-])c1ccc2nc(SCc3cn4cc(Cl)ccc4n3)[nH]c2c1	-3.9%	-13.9%	3.5%	-13.8%	-19.8%	-29.1%	2.7
Cc1ccc(CN2CCC(C(=O)Nc3ccc(Oc4cccnc4)cc3)CC2)cc1	-5.7%	-0.1%	2.1%	-1.5%	x	36.5%	u
O=C1N(Cc2ccccc2)CC2(Br)COCOC12O (configuration not stated)	u	x	x	-4.2%	11.2%	x	-37.4
Cc1nc(NC(=O)CSc2nccn2C)sc1C(=O)N(C)C	0.6%	-3.6%	-5.6%	28.5%	18.4%	-7.9%	25.1
CCCCOc1ccc(C(=O)N2CCN(c3ncccn3)CC2)cc1	-14.8%	4.9%	9.2%	14.1%	1.7%	78.0%[activator]	27.4
COc1cc(C(=O)Oc2ccccc2N)cc(OC)c1OC	-6.0%	-6.1%	3.1%	-0.7%	u	-27.5%	-9.9
CC1CC(C)CN(C(=O)CSc2nnc(-c3ccc(Cl)s3)o2)C1 (configuration not stated)	3.7%	-7.0%	-1.7%	6.5%	-18.5%	1.1%	-25.3
Cc1c(NS(=O)(=O)c2ccc(N3CCN(C)CC3)c([N+](=O)[O-])c2)c(=O)n(-c2ccccc2)n1C	1.0%	4.5%	-1.4%	11.1%	19.2%	0.7%	-21.8
Cc1cc(S(=O)(=O)N2CCOCC2)ccc1OCC(=O)N1CCCC1	-1.2%	-9.5%	1.6%	12.6%	23.7%	-1.3%	-37.3
Cc1ccc(NC(=O)CSc2ncc3ccccn23)cc1C	-1.8%	7.7%	1.4%	27.9%	-23.1%	-29.9%	-24.7
COc1ccc(S(=O)(=O)N2CCc3ccccc32)cc1C(=O)NCC(c1ccco1)N1CCCC1 (configuration not stated)	4.3%	x	x	17.3%	-21.2%	32.3%	-16.8
Cn1cc(Br)c(-c2cccc(N3C(=O)CCCC3=O)c2)n1	-1.3%	-0.1%	1.3%	7.9%	-9.6%	-14.2%	-16.7
Cc1csc(NC(=O)Cc2ccccc2[N+](=O)[O-])n1	-3.8%	-2.9%	-2.7%	-5.8%	4.6%	-26.7%	5.1
NC(=O)c1ccc(-n2nnnc2SCC(=O)NC2CCCCC2)cc1	1.2%	-5.7%	-3.8%	0.0%	10.3%	-6.7%	-11.9
O=C(Nc1ccc(N2CCOCC2)cc1)c1csc([C@@H]2C[C@H](O)[C@@H](CO)O2)n1	1.6%	x	x	2.7%	x	x	25.2
FC(F)(F)c1nc(N2CCN(c3ccccc3)CC2)nc2c1CCCCC2	1.0%	-5.1%	0.4%	-6.5%	4.7%	-30.0%	u
Cc1cccc(C(=O)Nc2ccc(C)c(OC(=O)c3cccc(C)c3)c2)c1	x	2.4%	4.1%	x	x	-36.6%	x
CCCCCCCN(c1ccccc1)[C@@H]1C[C@H]2CCCC(=O)N3CC[C@@H](C1)[C@@H]23	-7.5%	x	x	u	u	x	-13.6
CC1Cc2ccccc2N1S(=O)(=O)c1nnc(NC(=O)c2ccccc2)s1 (configuration not stated)	-1.0%	22.5%	x	x	x	x	-7.6
CC(=O)c1cccc(S(=O)(=O)N2CCC(C(=O)N(C)Cc3ccc(Cl)s3)CC2)c1	-2.4%	5.0%	x	-7.6%	-15.3%	79.0%[activator]	-12.5
CCCCC(=O)Nc1cccc(NC(=O)c2ccc(Br)cc2)c1	-9.0%	-5.3%	-0.3%	3.7%	u	-24.7%	-23.1
Cc1c(NC(=O)C(C)OC(=O)COc2cccc3c2OC(C)(C)C3)c(=O)n(-c2ccccc2)n1C (configuration not stated)	0.0%	-11.5%	-8.0%	-6.3%	12.7%&15.0%	10.5%	39.6
CC(C)(C)C1CCC(=O)N(CCOc2ccccc2)CC1 (configuration not stated)	-8.5%	-15.7%	-0.3%	-1.4%	8.4%	115.4%[activator]	-11.3
COc1ccc2c(=O)c3c(=O)n(Cc4ccco4)c(-c4ccccc4)nc3oc2c1	-15.6%	-3.0%	4.5%	-8.2%	u	-15.7%	u
Cc1onc(-c2ccccc2Cl)c1C(=O)NCC(=O)O	-0.9%	-2.4%	-8.2%	-7.8%	9.8%	-19.8%	24.0
O=C(COC(=O)/C=C/c1cccs1)Nc1ccc(F)cc1	-4.2%	-1.3%	x	2.7%	5.7%	-12.9%	0.0
CC(=O)NCCCNS(=O)(=O)c1ccc(C)cc1	-1.5%	1.0%	7.7%	-3.1%	18.5%	-8.3%	-10.9
Cc1cc(C(=O)N/N=C/C=C/c2ccc3c(c2)OCO3)n[nH]1	2.4%	2.4%	-3.1%	17.8%	-4.0%	-16.7%	3.4
O=C(COC(=O)/C=C/c1cccs1)Nc1nc(-c2cccc(Br)c2)cs1	0.6%	-1.7%	-0.5%	-18.0%	u	6.31µM*	-25.5
O=C(Cc1c(Cl)cccc1Cl)N1CCN(Cc2ccccc2)CC1	-2.8%	-7.8%	-1.8%	10.6%	19.7%	33.9%	19.3
O=C(CSc1nnc(-c2ccccc2F)n1C1CCCCC1)N1CCCC1	-2.1%	-5.6%	-12.0%	0.6%	11.0%	30.5%	-7.0
CN(C)/C=C(\C#N)C(N)=C(C#N)C#N	5.2%	3.4%	0.9%	-2.5%	17.2%	-14.2%	-25.6
COc1c(O)cccc1-c1nnn(CCC(=O)OCC(=O)c2ccccc2)n1	1.2%	-11.3%	-0.8%	23.1%	20.5%	-0.8%	18.8
O=C(COC(=O)/C=C/c1ccccc1F)Nc1nnc(-c2ccccc2)o1	1.2%	-18.8%	x	66.9%[activator]	0.8%	-37.0%	-25.4
O=C(CCCOc1ccccc1)Nc1cccc(C(=O)O)c1	-21.8%	-9.7%	2.1%	2.9%	12.9%	-24.1%	27.9
COc1ccc2cc(/C(C)=N/NC(=O)c3cc(C)oc3C)ccc2c1	-7.3%	x	x	-9.4%	x	x	-12.7
NC(Cc1ccc(F)cc1)c1csc(Nc2ccc(C(=O)NCCCO)cn2)n1 (configuration not stated)	-9.5%	x	x	51.3%[activator]	x	x	-10.6
C#CCN1Cc2ccccc2Oc2cc(Br)ccc2S1(=O)=O	5.9%	x	x	-4.8%	u	-29.4%	-30.3
Cc1ccc(S(=O)(=O)N2[C@@H](c3ccc(C#N)cc3)C(C(=O)O)=C[C@H]2C(C)(C)C)cc1	4.0%	x	x	11.0%	-46.8%	-16.3%	-9.0
CCOC(=O)N1CCN(S(=O)(=O)c2ccc3c(c2)oc(=O)n3C)CC1	-3.6%	2.2%	1.1%	-5.5%	12.4%&12.7%	-14.3%	-18.5
CCc1ccccc1NC(=O)C(C#N)Cc1cccnc1 (configuration not stated)	1.0%	4.5%	6.9%	3.8%	-16.7%	-12.2%	35.5
CCOC(=O)NC(Nc1ccc(C)cn1)(C(F)(F)F)C(F)(F)F	-4.1%	5.3%	-1.9%	-1.1%	8.3%	u	-7.1
CC(C)(C)[C@H]1COC(=O)[C@H](NC(=O)OCC2c3ccccc3-c3ccccc32)C/C=C\C[C@@H](CC(=O)N(CCO)Cc2ccccc2)C(=O)N1	-2.0%	x	x	-5.8%	24.5%	162.0%[activator]	2.7

(next part)
SMILES	Tb PYK inh	AmpC detergent	LmPK inhibitor	AMA1 RON2 block	HCV inh	AmpC inh no detg	HCMV inh
Cc1nn(-c2ccccn2)c2c1C(c1ccccn1)C1=C(CCCC1=O)N2 (configuration not stated)	x	-3.8%	-7.8%	x	x	2.6%	x
COc1ccc(C=NNC(=S)Nc2ccc(F)cc2)cc1OC	1.4%	x	x	67.2%[activator]	-6.2%	x	-61.4*
CCc1ccc(-n2nc(C)c3c(C)cc(=O)n(CC(=O)N(CC)Cc4ccccc4)c32)cc1	0.5%	22.7%	x	x	x	x	21.3
CC1(C)CCCC2=C1CC1C(=O)N(O)C(=O)C1C2 (configuration not stated)	0.4%	-18.2%	-1.2%	1.8%	10.3%	-18.4%	-37.5
COCCNC(=O)Nc1ccc2c(c1)N(C)C(=O)CS2	0.0%	u	7.1%	-3.3%	-6.4%	-20.9%	71.7
CC(=O)C[C@@H](O)CC(=O)[C@H]1OC(=O)CCCCCCc2ccccc21	2.0%	-1.3%	x	9.1%	26.9%	16.2%	6.4
CCOc1cc(C2c3c(oc4ccccc4c3=O)C(=O)N2Cc2ccc3c(c2)OCO3)ccc1O (configuration not stated)	0.0%	27.8%	x	x	x	x	-8.8
CNCC(=O)Nc1ccc(OC(F)(F)F)cc1	4.4%	-7.4%	-6.9%	19.6%	u	-8.7%	-16.8
Cc1nn(Cc2ccccc2)c(C)c1NC(=O)CCCn1nc([N+](=O)[O-])cc1C	-3.5%	2.6%	-1.7%	3.0%	-1.8%	4.8%	-36.0
